Lipid storage S3: qHTS Assay for Lipid Storage Modulators in Drosophila S3 Cells; Drosophila S3 cells, BODIPY lipid droplet fluorescence, 18-24 h; cells fed with added oleic acid; Potency in µM for hits, for the others lipid storage change, negative = inhibition, % at the top dose, mostly 46.1 µM; 320,000 compounds, 0.64% hits; AID 2685; active = well fitted inhibition curve with a large enough effect in the signal ratio, with a control signal flat, not every such curve was filed as active; inconclusive = small, poorly fitted or top-dose-only effect, or effect the other way, or a change in a side signal; the % refers to the signal ratio
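Drosophila S3 cells got compounds at several concentrations plus oleic acid (400 uM solution). Laser-scanning cytometry with 488 nm excitation read lipid droplets at 500-530 nm and cells at 575-640 nm. Percent activity was relative to 20 uM Triacsin C.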
Lipid storage S3 cell count max: also measured in Lipid storage S3; calls as there; cell number change, %; measured here: cell count max response;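 cells counted by Cell Tracker Red CMTPX staining in the red channel; peak over a dose series mostly up to 46.1 µM; percent activity relative to internal control wells on each plate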
Active calls of the source: *; i = inactive; ? = inconclusive; / = not tested or not shown; [ ] = remark or other dose. % is scaled to controls: 0 for no effect and ±100 for the full control effect; potency is read from the fitted curve at half-maximal effect. A portion of the library; count on the stated rates, not on these rows.

SMILES	Lipid storage S3	Lipid storage S3 cell count max
Cc1ccc(C(=O)N/C(N)=N/c2nc3ccccc3o2)cc1	?	/
CCCN1CCC(NC(=O)Nc2ccc(Br)cc2)CC1	?	/
OCCC1CN(Cc2cccc(OC3CCCC3)c2)CCN1Cc1ccsc1 (centres undefined)	9.7%	-8.2
O=C(NCCN1CCOCC1)C1CCC(=O)N1Cc1ccccc1Cl (centres undefined)	?	/
Cc1ccc(S(=O)(=O)N2CCOCC2)cc1C(=O)NCCN1C(=O)S/C(=C\c2ccccc2Cl)C1=O	?	/
COc1ccc(S(=O)(=O)N(C)C(C)CCc2ccco2)cc1 (centres undefined)	7.8%	14.4
N/C(=N\OC(=O)c1ccc(Br)cc1)c1ccccc1	-7.0%	-20.9
CC1CN(S(=O)(=O)c2ccccc2)CC(C)O1 (centres undefined)	?	/
CCC(=O)Nc1ccc(Cl)c(NC(=S)NC(=O)COc2ccccc2)c1	6.0%	8.1
COc1ccc(S(=O)(=O)N2CCN(C(=O)c3ccco3)CC2)cc1C(C)(C)C	?	/

Structural class: those above containing sulfur (6)
SMILES	Lipid storage S3	Lipid storage S3 cell count max
OCCC1CN(Cc2cccc(OC3CCCC3)c2)CCN1Cc1ccsc1 (centres undefined)	9.7%	-8.2
Cc1ccc(S(=O)(=O)N2CCOCC2)cc1C(=O)NCCN1C(=O)S/C(=C\c2ccccc2Cl)C1=O	?	/
COc1ccc(S(=O)(=O)N(C)C(C)CCc2ccco2)cc1 (centres undefined)	7.8%	14.4
CC1CN(S(=O)(=O)c2ccccc2)CC(C)O1 (centres undefined)	?	/
CCC(=O)Nc1ccc(Cl)c(NC(=S)NC(=O)COc2ccccc2)c1	6.0%	8.1
COc1ccc(S(=O)(=O)N2CCN(C(=O)c3ccco3)CC2)cc1C(C)(C)C	?	/

Following part.
SMILES	Lipid storage S3	Lipid storage S3 cell count max
CCCc1noc2c1/C(=N\O)CC(CC(C)SCC)C2 (centres undefined)	i	/
S=C(NCc1ccco1)Nc1ccc(N2CCOCC2)cc1	23.9%	23.1
CCCCN(CC)c1nc(N)c2c(N)nc(OCC)cc2c1C#N	?	/
c1cc2cn[nH]c2cc1NC1CCCCCC1	13.0%	-15.0
c1ccc(Cc2nnc(N3CCOCC3)c3ccccc23)cc1	?	/
CCn1c(/C=C/c2ccccc2F)nc2ccccc2c1=O	?	/
CC(=O)c1ccc(C(=O)N2CCCC(CO)(Cc3ccccc3C)C2)s1 (centres undefined)	i	-18.0
Cc1ccc(/C=C/C(=O)OCC(=O)Nc2cccc(S(=O)(=O)N(C)C)c2)o1	?	/
CCCCNC(=O)O[C@H]1C[C@@H]2CCN3C(=O)CCC[C@H]([C@H]1Cc1ccccc1)[C@H]23	4.4%	-5.4
COc1cc(SC)ccc1C(=O)N1CCN(Cc2ccccc2)CC1	10.3%	13.8
Cc1cc(C)c(S(=O)(=O)c2ccc(Cl)cc2C)c(Cl)n1	14.3%	-12.8
S=c1[nH]nc(COc2cccc(Cl)c2)n1Cc1ccccc1	-15.4%	-23.4
CCCCn1nc(C(=O)Nc2cc(C(F)(F)F)ccc2N2CCOCC2)ccc1=O	?	/
Nc1cc(Cl)nc(N/N=C/c2ccccc2[N+](=O)[O-])n1	-8.1%	-8.1
Cc1ccccc1-c1nnc(SCC(=O)Nc2ccc(Cl)cc2)n1N	20.3%	-16.9
Cc1ccccc1C(=O)/C(C#N)=N/Nc1c(C)n(C)n(-c2ccccc2)c1=O	-16.0%	-0.3
CCOC(=O)c1sc(NC(=O)CSc2n[nH]c(-c3ccncc3)n2)c(C#N)c1C	?	/
COc1cc(NC2c3ccccc3C(=O)N2Cc2ccccc2Cl)cc(OC)c1 (centres undefined)	-1.3%	16.8
COc1ccc(-c2noc(CCC(=O)NCc3cccnc3)n2)cc1	18.3%	-17.8
COc1ccc2c(c1OC)C(=O)OC2CC(=O)O (centres undefined)	-3.9%	9.4
O=C(O)c1cccn2c(=O)c3ccccc3nc12	5.0%	8.2
Cc1cc(C)c(OCC(=O)Nc2cccc(NC(=O)c3ccco3)c2)c(Br)c1	11.3%	-10.9
O=C(Cc1c(F)cccc1Cl)NCCN1CCOCC1	15.2%	-13.9
Cn1cnc([N+](=O)[O-])c1Cl	?	/
O=C(C1=NN(c2ccccc2)C2C(=O)N(c3cccc(Cl)c3)C(=O)C12)c1ccccc1 (centres undefined)	6.5%	2.0
Cc1ccccc1CSc1nnc(-c2ccco2)n1Cc1ccco1	2.5%	-10.2
CCOC(=O)C1CCCN(c2c(N3CCN(C)CC3)c(=O)c2=O)C1 (centres undefined)	?	/
Cc1ccc(NC(=O)/C(=C\C=C\c2ccccc2)NC(=O)c2ccccc2)cc1	?	/
COc1ccc(CCNC(=O)CSc2nc3[nH]ncc3c(=O)n2-c2cccc(C(F)(F)F)c2)cc1OC	-1.3%	/
Nc1nc2ccccc2n1C(=O)CCc1ccccc1	?	/
Cc1c(C(=O)N2CCOCC2)oc2ccc(S(=O)(=O)N3CCCCCC3)cc12	?	/
O=C(CNCc1ccc(Cl)cc1)N1CCc2ccccc2C1	17.4%	0.7
C1CCc2nc3c(nc2C1)CCCC3	18.4%	5.1
C=CCc1cc(Cl)ccc1OCCOCCNC(C)CC (centres undefined)	-11.5%	-3.4
COc1ccc2cc3cc(C(=O)N4CCCC(C)C4)oc3nc2c1 (centres undefined)	i	-7.4
Cc1cc(NC(=O)CN2C(=O)NC3(CCCCC3)C2=O)ccc1N1CCCC1	4.1%	-5.1
COc1cccc(C(=O)N2CCSC2=S)c1	?	/
Cc1ccc(C)c(NC(=S)N2CCC(NC(=O)c3cccc(F)c3)CC2)c1	?	/
CC(CCc1ccccc1)NC(=O)CSc1nccc(=O)[nH]1 (centres undefined)	?	/
Cc1ccc(S(=O)(=O)N2CCN(CC(=O)N/N=C\c3ccccn3)CC2)cc1	-4.5%	22.9
COc1cccc(C2C(C(N)=O)=C(C)Nc3nc(-c4ccccc4Cl)nn32)c1 (centres undefined)	i	/
CC[C@H](C)C(C(=O)N1CCN(C(=O)OC(C)(C)C)CC1)n1cc(C(CC(C)C)NC(=O)OC(C)(C)C)nn1 (some centres undefined)	?	/
Cc1nn(-c2ccccc2)c2c1C(c1ccc([N+](=O)[O-])cc1)N1C(=N2)C(=O)Nc2ccccc21 (centres undefined)	-15.1%	-2.5
CCOC(=O)c1sc(NC(C)=O)nc1-c1ccccc1	?	/
CCn1nnnc1SCC(=O)Nc1cccc(NC(C)=O)c1	21.3%	4.7
Cc1ccc(F)cc1NC(=O)CCOc1ccccc1	?	/
Cc1cc2oc(=O)c(CC(=O)O)c(C)c2c2occ(C(C)(C)C)c12	11.6%	3.8
COc1ccc(NC(=O)C(CC(=O)O)Cc2ccccc2)cc1 (centres undefined)	5.6%	19.7
Cc1cnn(-c2ccc3nnc(-c4ccc(Br)cc4)n3n2)c1	?	/
O=C(c1cc(Br)c[nH]1)N1CCSCC1	?	/

One compound at a time (already shown). Order of values: Lipid storage S3	Lipid storage S3 cell count max
`Cn1cnc([N+](=O)[O-])c1Cl` reads ?	/
`COc1ccc(CCNC(=O)CSc2nc3[nH]ncc3c(=O)n2-c2cccc(C(F)(F)F)c2)cc1OC` reads -1.3%	/

Going on with the list:
SMILES	Lipid storage S3	Lipid storage S3 cell count max
CC1=CCC2C(=O)N(c3cc(C)on3)C(=O)C2C1 (centres undefined)	4.5%	3.8
Cc1ccc(CS(=O)(=O)CCC(=O)N2CCOCC2)cc1	?	/
COc1ccccc1/C=C/C=N/N1CCN(Cc2cccc3ccccc23)CC1	?	/
CCCCCOc1ccc(NC(=O)c2cc(SC)ccc2Cl)cc1	-7.8%	-11.9
O=C(COc1ccc2ccc(=O)oc2c1)Nc1ccc(N2CCCCC2)cc1	?	/
O=C(CNc1cccc2ccccc12)N/N=C/c1ccc[nH]1	?	/
Nc1nnn(CC(=O)N/N=C/c2ccc(O)cc2)n1	12.9%	33.4
Cc1ccsc1C(=O)NNC(=O)c1ccncc1	8.7%[0.0737 µM]	29.6
COC(=O)c1[nH]c2ccc(C)cc2c1NC(=O)CN1CCN(c2ccc(F)cc2)CC1	i	-0.9
Cc1ccc(S(=O)(=O)Cn2nnnc2CN2CCN(C(=O)c3ccco3)CC2)cc1	i	/
CC(=O)OC1COC(OC2C(O)C(C)OC(OC3C(OC4CCC5(C)C(CCC6(C)C5CC=C5C7CC(C)(C)CCC7(C(=O)O)CCC56C)C4(C)CO)OCC(O)C3O)C2O)C(O)C1OC(C)=O (centres undefined)	-12.5%	-12.5
Cc1cccc(-c2c3c(=O)n(C)c(=O)n(C)c3cn2CCO)c1	11.6%	8.2
O=C(O)c1ccc(Cl)c(NCc2ccncc2)c1	?	/
COC(=O)c1ccc2c(=O)n(CCCCCC(=O)NCc3ccccn3)c(=O)[nH]c2c1	?	/
CCOC(=O)/C(C#N)=C/c1ccc(OCC(=O)Nc2ccccc2)c(OC)c1	i	/
Cc1ccccc1Nc1nnc(-c2ccc(C(=O)NCCO)cc2)c2ccccc12	?	/
O=C(Nc1ccc(NC(=O)c2ccccc2Cl)nc1)c1ccco1	?	/
Clc1ccccc1CSc1nnc([C@@H]2CCCN2)o1	?	/
CC(=O)c1c(C)oc2ccc(N(C(C)=O)S(=O)(=O)c3cccc4cccnc34)cc12	-15.1%	-7.4
Cc1ccc(S(=O)(=O)c2cn(CC(=O)Nc3ccccc3)c3ccc(F)cc3c2=O)cc1	22.6%	8.9
CCCCCCC(c1c(C)n(C)n(-c2ccccc2)c1=O)c1c(C)n(C)n(-c2ccccc2)c1=O	-10.8%	-12.3
O=C(CCc1nnc(CCCCc2ccccc2)o1)NCCc1cccnc1	20.4%	2.4
COC(=O)CSc1nnc(CNC(=O)c2ccccc2OC)n1-c1ccc(OC)cc1	7.8%	5.3
CC(=O)NCCc1nc2cc(NS(=O)(=O)c3ccc(Cl)cc3)ccc2n1C	?	/
Cc1ccc2[nH]c(=O)c(CN(CCCO)C(C)c3nnnn3Cc3ccco3)cc2c1 (centres undefined)	-6.5%	4.8
Cc1cc(C=O)c(C)n1-c1cccc(C(=O)O)c1	22.3%	7.6
O=S(=O)(/N=C(/Nc1ccccn1)c1ccccc1)c1ccc(Cl)cc1	-5.4%	/
CCOC(=O)Nc1ccc2c(c1)N(C(=O)N1CCN(C)CC1)c1ccccc1S2	?	/
CCN(CCCNC(=O)C1CCCN(S(=O)(=O)c2cnc[nH]2)C1)c1ccccc1 (centres undefined)	i	0.6
Oc1ccc2ccccc2c1C=Nc1ccc(Cl)cn1	-6.5%[9.22 µM]	1.1
CCN1CCN(C(=O)/C(=C/c2cccs2)NC(=O)c2ccc(C)c(C)c2)CC1	i	1.8
C/C(=N\NC(=O)c1ccc(Cn2cc([N+](=O)[O-])cn2)o1)c1cccc(NC(=O)c2cccnc2)c1	?	/
Cc1cc(-n2c(C)cc(C(=O)CSc3ncnc4ccccc34)c2C)no1	?	/
Cc1cc(OC(C)C(=O)NCc2ccccn2)c2c(C)c(Cc3ccccc3)c(=O)oc2c1 (centres undefined)	?	/
Cc1cc(C(C)(C)C)c(O)c(C(C)(C)C)c1	?	/
COc1ccc(C(=O)OCc2csc(C)n2)c(O)c1	?	/
CCOC(=O)CNC(=O)c1ccc(SCC)cc1	11.4%	10.5
CCOC(=O)N1CCN(C(=O)C(CC(C)C)NC(=O)C2CCCCC2)CC1 (centres undefined)	-5.8%	9.0
Cc1cc(N2CCN(c3ccc(C(F)(F)F)cc3[N+](=O)[O-])CC2)c2ccccc2n1	?	/
O=C(NNc1cc(Br)c(O)c(Br)c1)c1ccccc1	12.2%	25.9
Cc1cc(C)c(OCC(=O)OCC(=O)N2CCCc3ccccc32)c(C)c1	?	/
O=C1CCN(Cc2ccccc2)CCN1CCO	-5.3%	13.2
COc1ccc(N2CCC(CNC(=S)Nc3cc(C)ccc3C)C2)cc1 (centres undefined)	-4.4%	-12.4
CCc1nnc(NC(=O)c2cc(-c3ccco3)nc3ccccc23)s1	8.7%	/
COc1ccc2oc(=O)c(C(=O)N3CCN(c4ccccc4F)CC3)cc2c1	i	/
Fc1ccc(/C=N/Nc2nc3ccccc3[nH]2)cc1F	?	/
Cc1cc(=O)oc2n[nH]c(-c3ccccc3)c12	2.7%	-10.2
COc1cccc(/C=N/NC(=O)c2c(C)nc3ccc(Cl)cn23)c1O	?	/
CC(Sc1ncnc2c1cnn2-c1ccccc1)C(=O)NCC1CCCO1 (centres undefined)	?	/
O=C(O)c1cc2c(ccc3ccccc32)o1	?	/
Remaining list, next part:
SMILES	Lipid storage S3	Lipid storage S3 cell count max
Cc1cccc(C)c1OC(=O)CSc1nnc(-c2ccccc2)o1	?	/
CS(=O)(=O)c1ccc(C(=O)NC(Cc2ccccc2)c2ccccc2)cc1 (centres undefined)	?	/
O=C(O)c1ccc2c(c1)C(=O)/C(=C\c1ccco1)C2=O	?	/
C/C(=C1/SC(N2CC(C)OC(C)C2)=NC1=O)c1ccccc1 (centres undefined)	?	/
COc1ccc(C(=O)Oc2ccc3oc(=O)sc3c2)cc1	?	/
O=C(O)CSc1nccc2ccccc12	?	/
COC(=O)CN(c1ccc(C)c(Cl)c1)S(C)(=O)=O	i	/
CC(C)(C)C1CCc2onc(C(=O)Nc3ccc(F)cc3F)c2C1 (centres undefined)	?	/
CCCOc1ccc(C(CC(=O)O)NC(=O)C23CC4CC(CC(C4)C2)C3)cc1 (centres undefined)	?	/
Cc1ccc2c(c1)Sc1ccccc1CC2=O	?	/
O=C(NCCN1CCN(c2cccc(Cl)c2)CC1)c1ccc(CSc2nc3ccncc3[nH]2)cc1	-1.0%	-22.0
CCCN1CCN(CCCNC(=O)c2ccc3c(Cl)c4c(nc3c2)CCCC4)CC1	?	/

Bioassay records deposited in PubChem by National Center for Advancing Translational Sciences (NCATS).
